Bioassay records deposited in PubChem BioAssay by several laboratories.
SR-BI HDL uptake = blocks mouse SR-BI lipid uptake from DiI-HDL | Q61009 | ldlA[mSR-BI] CHO cells, DiI-HDL uptake fluorescence, 3 h | inhibition, % at 12.5 µM | hit rate 0.96% among 320,000 | AID 488896;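 active = mean replicate inhibition of at least 70% and a set share of replicates each scoring 70 or more; inconclusive = meets just one of the two criteria; inactive = fails both criteria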;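 note: 0% = median of neutral control wells and 100% = median of positive control wells; values of inactives mirror those of a sister screen read the other way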
SR-BI uptake up = enhances SR-BI lipid uptake from DiI-HDL. CHO ldlA[mSR-BI] cells, DiI-HDL uptake fluorescence, 3 h; 100 = double the neutral-control signal. activation, % at 12.5 µM. hit rate 0.096% among 320,000;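 active = mean replicate activation of at least 60% and every replicate at or above 60%; inconclusive = mean or all-replicate condition met, but not both; inactive = mean below 60% and not all replicates reaching 60%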;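 note: 0% = median plate neutral-control signal and 100% = twice that signal; values of inactives mirror those of a sister screen read the other way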
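system = CHO ldlA[mSR-BI] cells, LDL receptor-null, SR-BI overexpressing | medium = Ham's F12 with 0.5% BSA, HEPES 25 mM, pH 7.4 | probe or stimulus = DiI-HDL 10 µg/mL | compound dosing = single-point compound dose | incubation = compound exposure 3 h, 37 °C | technique = DiI fluorescence, bottom read | read-out = cell-associated DiI fluorescence as measure of HDL uptake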
Arr AP2 block = human beta-arrestin and AP2 interaction inhibition | inhibition, % at 10 µM | hit rate 0.31% among 340,000 | FITC-arrestin peptide / GST-AP2 beads, flow cytometry; AP2 beta2 appendage carries R879A mutation | AID 504490;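 active = inhibition above a set limit, near 3 SD of compounds lacking own fluorescence, cut at about 54% in these data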;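 note: plate controls were DMSO wells for no effect and 5 µM unlabelled arrestin peptide for full effect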
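system = GST-tagged AP2 beta2-adaptin appendage (R879A) on 4 µm glutathione beads | reagent = FITC-labelled arrestin peptide probe, 50 nM final | schedule = compound with beads 12 min RT, then probe 1 h RT | signal = HyperCyt-sampled flow cytometry, FL1 channel, ex 488/em 535 nm | read-out = percent response from loss of bead-bound FITC fluorescence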
Mot1-301 SUMO = blocks SUMOylation pathway, rescuing yeast Mot1-301 growth; S. cerevisiae Mot1-301 growth rescue, ATP luminescence, 38.5C; percent above DMSO median, 100 means doubled; growth rescue, % at 18.8 µM; hit rate 1% among 320,000; AID 2716;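 active = every valid replicate shows activation above 250% relative to neutral control wells; inactive = the rest, any valid replicate at or below 250%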;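 note: OY570 slx delta 5 strain wells were the positive control but not used for scaling; some compounds called inactive have numbers as strong as hits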
MITF act = increases MITF-driven TRPM1 promoter luciferase signal. activation, % at 12.5 µM. AID 588334. hit rate 0.75% among 300,000. SK-MEL-5 TRPM1-promoter luciferase, 24 h; % of positive control, neutral wells = 0;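 active = mean activation of at least 80% with every replicate also reaching 80%; inconclusive = mean reaches 80% but some replicate falls short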;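 note: 0% = neutral control wells and 100% = parthenolide positive control wells; values of inactives mirror those of a sister screen read the other way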
dFosB act = activators of mouse delta FosB homodimer; P13346; purified delta FosB, TAMRA-CDK5 oligo fluorescence polarization; percent of positive-control signal above neutral wells; activation, % at 25 µM; hit rate 0.99% among 340,000;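 active = mean activation above about 17%, with every replicate also reaching it, limit read from the data, passing the limit was not always enough; inconclusive = only one of the two conditions met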;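 note: fluorescence polarization rise as delta FosB binds a TAMRA Cdk5 AP-1 oligo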
Target sequence (P13346 whole entry, looked up): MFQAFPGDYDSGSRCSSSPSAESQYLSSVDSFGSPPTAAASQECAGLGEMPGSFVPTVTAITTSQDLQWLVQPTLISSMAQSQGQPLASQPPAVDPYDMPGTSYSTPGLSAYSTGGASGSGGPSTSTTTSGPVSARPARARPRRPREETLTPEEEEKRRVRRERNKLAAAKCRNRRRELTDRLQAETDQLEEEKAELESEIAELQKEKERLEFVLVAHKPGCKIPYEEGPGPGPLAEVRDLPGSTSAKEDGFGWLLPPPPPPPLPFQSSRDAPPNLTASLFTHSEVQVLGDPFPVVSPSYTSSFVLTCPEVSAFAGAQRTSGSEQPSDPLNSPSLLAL
NSD2 HMT inh = blocks human histone methyltransferase NSD2 | O96028 | inhibition, % at 12.5 µM | NSD2 peptide methylation, AlphaScreen, 120 min | AID 743445 | hit rate 0.54% among 310,000; in the data active = inhibition above about 50%
PKA-R2B activ = activators of human PKA-R2B complex | PKA-R2B holoenzyme dissociation, Cy5-IP20 fluorescence polarization; R2B truncated from residue 108, S112A mutant; 0% DMSO only, 100% 113 µM cGMP | activation, % at 11.4 µM | P22694+P31323 | AID 504700 | hit rate 0.079% among 340,000;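 active = activation above a cutoff set at the mean over all compounds plus 3 SD, cut at about 18% in these data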;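 note: higher means more holoenzyme dissociation and a rise in polarization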
CDK5 p35 inh = inhibitors of human CDK5/p35 kinase; Q00535+Q15078; Recombinant CDK5/p35, ADP-Glo luminescence, 60 min; inhibition, % at 10 µM; hit rate 0.01% among 330,000; AID 488839;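 active = highest replicate inhibition of at least 50% and at least 75% of replicates reaching 50%; inconclusive = only one of the two criteria met; inactive = both criteria failed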;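 note: plate controls were DMSO neutral control for no effect and GW8510 at 10 µM for full effect; many of its hits are not listed in these tables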
Target sequence (Q00535 whole entry, looked up): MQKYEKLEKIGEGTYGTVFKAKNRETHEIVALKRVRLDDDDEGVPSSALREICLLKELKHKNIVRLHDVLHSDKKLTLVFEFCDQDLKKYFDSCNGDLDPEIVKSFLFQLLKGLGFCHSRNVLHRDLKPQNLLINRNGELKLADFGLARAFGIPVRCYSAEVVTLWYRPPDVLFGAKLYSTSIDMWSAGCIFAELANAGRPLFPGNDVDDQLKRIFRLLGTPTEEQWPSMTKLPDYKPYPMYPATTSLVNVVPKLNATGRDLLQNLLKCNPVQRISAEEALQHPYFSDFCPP
Target sequence (Q15078 whole entry, looked up): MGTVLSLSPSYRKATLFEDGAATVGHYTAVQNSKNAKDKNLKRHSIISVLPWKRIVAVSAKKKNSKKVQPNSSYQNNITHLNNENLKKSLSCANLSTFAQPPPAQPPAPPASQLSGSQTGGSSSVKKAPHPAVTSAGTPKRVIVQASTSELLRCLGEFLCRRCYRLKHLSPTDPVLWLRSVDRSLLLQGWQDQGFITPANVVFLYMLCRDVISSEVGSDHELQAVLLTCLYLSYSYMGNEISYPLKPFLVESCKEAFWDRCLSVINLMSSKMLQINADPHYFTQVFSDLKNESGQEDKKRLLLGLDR
Pemphigus Ab inh = inhibitors of pemphigus antibody binding to human desmoglein-3; binding (percent of control), % at 10 µM; AID 588358; hit rate 0.48% among 310,000; DSG3-coupled beads, scFv-anti-DSG3-GFP binding, flow cytometry; active compounds read low;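 active = binding more than 3 SD below its plate's average and above zero; inconclusive = below that plate limit but binding exactly zero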;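 note: hits lower antibody fragment binding to DSG3; some compounds called inactive have numbers as strong as hits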
PKA-R1A act = activates the PKA-R1A holoenzyme complex; PKA-R1A dissociation, Cy5-IP20 fluorescence polarization; scaled: DMSO 0%, 113 µM cGMP 100%; activation, % at 11.4 µM; hit rate 0.083% among 340,000; AID 504707;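 active = percent activation above the mean of all tested compounds plus 3 SD, cut at about 19% in these data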;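 note: higher means more PKAc released from R1A so a rise in polarization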
Numbers without * were called inactive.

For O=c1c(-c2cccc([N+](=O)[O-])c2)[n+]([O-])c2ccccc2n1O the results were Arr AP2 block 7, Mot1-301 SUMO -6, MITF act -9, dFosB act -2, PKA-R2B activ -4, CDK5 p35 inh 2.0, Pemphigus Ab inh 91 and PKA-R1A act -14.
Screening COc1ccc2nc(/N=C(\N)NC(=O)C(C)(C)C)nc(C)c2c1 returned SR-BI HDL uptake -20, SR-BI uptake up 20, Arr AP2 block 0, Mot1-301 SUMO 74, MITF act 78, dFosB act -2, NSD2 HMT inh -1, PKA-R2B activ 0, CDK5 p35 inh -0.1, Pemphigus Ab inh 96 and PKA-R1A act 5.
Screening COC(=O)c1c(NC(=O)c2ccccc2)sc(C(N)=O)c1C returned SR-BI HDL uptake 26, SR-BI uptake up -26, Arr AP2 block -28, Mot1-301 SUMO 4, MITF act -15, dFosB act -20, NSD2 HMT inh -1, PKA-R2B activ -4, CDK5 p35 inh 1.3, Pemphigus Ab inh 102 and PKA-R1A act -3.
`COc1ccc(CCC(=O)Nc2cccc(S(=O)(=O)N3CCCCCC3)c2)cc1` gave SR-BI HDL uptake 60, SR-BI uptake up -60, Arr AP2 block 32, MITF act -11, dFosB act -2, NSD2 HMT inh -2, PKA-R2B activ -8, CDK5 p35 inh 0.8, Pemphigus Ab inh 96 and PKA-R1A act -5.
For CCCN(CCC)C(=O)C1CC(=O)OC12CCOC(C)(C)C2 (configuration not stated) the results were SR-BI HDL uptake -31, SR-BI uptake up 31, Arr AP2 block -3, Mot1-301 SUMO -6, MITF act -2, dFosB act 3, NSD2 HMT inh -2, PKA-R2B activ 1, CDK5 p35 inh -2.0, Pemphigus Ab inh 68 and PKA-R1A act -12.
For C/C(=N\OCC(=O)O)c1ccc(Cl)cc1 the results were SR-BI HDL uptake -5, SR-BI uptake up 5, Arr AP2 block 0, Mot1-301 SUMO 0, MITF act -1, dFosB act -2, NSD2 HMT inh -1, PKA-R2B activ 0, CDK5 p35 inh -1.1, Pemphigus Ab inh 114 and PKA-R1A act -5.
Screening Cc1[nH]c2ccc(C(=O)OCC(=O)Nc3cccc(S(N)(=O)=O)c3)cc2c1C returned SR-BI HDL uptake 26, SR-BI uptake up -26, Arr AP2 block 15, Mot1-301 SUMO -10, MITF act 4, dFosB act 2, NSD2 HMT inh 11, PKA-R2B activ -2, CDK5 p35 inh -0.7 and PKA-R1A act -1.
Screening Cc1cc(C)n(-c2nc3c(c(=O)[nH]c(=O)n3C)n2Cc2ccc(F)cc2)n1 returned SR-BI HDL uptake -14, SR-BI uptake up 14, Arr AP2 block -8, Mot1-301 SUMO -12, MITF act -5, dFosB act 7, NSD2 HMT inh 5, PKA-R2B activ 17, CDK5 p35 inh 0.3, Pemphigus Ab inh 106 and PKA-R1A act 4.
For O=C(Oc1ccc(-c2cnc3ccccc3n2)cc1)c1ccco1 the results were SR-BI HDL uptake -16, SR-BI uptake up 16, Arr AP2 block -7, Mot1-301 SUMO -36, MITF act inconclusive, dFosB act -3, NSD2 HMT inh -1, PKA-R2B activ -3, CDK5 p35 inh 2.0, Pemphigus Ab inh 106 and PKA-R1A act 4.
For CCCCn1c(N)c(N(CC(C)C)C(=O)c2ccc(OCC3CCCO3)cc2)c(=O)[nH]c1=O (configuration not stated) the results were SR-BI HDL uptake -11, SR-BI uptake up 11, Arr AP2 block -4, Mot1-301 SUMO 9, MITF act 0, dFosB act -2, NSD2 HMT inh -2, PKA-R2B activ -5, CDK5 p35 inh -2.0, Pemphigus Ab inh 96 and PKA-R1A act -4.
Screening COc1cc(/C=C2/SC(=S)N(CC3CCCO3)C2=O)ccc1O (configuration not stated) returned SR-BI HDL uptake 3, SR-BI uptake up -3, Arr AP2 block 7, Mot1-301 SUMO 71, MITF act 22, dFosB act 2, NSD2 HMT inh 29, PKA-R2B activ -6, CDK5 p35 inh -0.2, Pemphigus Ab inh 90 and PKA-R1A act -7.
COc1cccc(CNC(=O)CN(C)S(=O)(=O)c2cccc3cccnc23)c1 was read as SR-BI HDL uptake 0, SR-BI uptake up 0, Arr AP2 block 4, Mot1-301 SUMO -12, MITF act -16, dFosB act -4, NSD2 HMT inh -1, PKA-R2B activ -12, CDK5 p35 inh 3.1, Pemphigus Ab inh 81 and PKA-R1A act -4.
Screening COCCCNC(=S)N1CCN(c2nc(-c3cccc(OC)c3)cs2)CC1 returned SR-BI HDL uptake 21, SR-BI uptake up -21, Arr AP2 block 1, Mot1-301 SUMO 6, dFosB act -10, NSD2 HMT inh 9, PKA-R2B activ 2, CDK5 p35 inh -1.4, Pemphigus Ab inh 117 and PKA-R1A act 3.
For CNc1nc(-c2c(C)[nH]c3ccc(OC)cc23)cs1 the results were SR-BI HDL uptake 1, SR-BI uptake up -1, Arr AP2 block -3, Mot1-301 SUMO -2, MITF act -8, dFosB act -1, NSD2 HMT inh 1, PKA-R2B activ 5, CDK5 p35 inh 1.2, Pemphigus Ab inh 94 and PKA-R1A act -1.
For CCCCn1c(N)c(N(CC(C)C)C(=O)CN(C)S(=O)(=O)c2ccc(C)cc2)c(=O)[nH]c1=O the results were SR-BI HDL uptake -14, SR-BI uptake up 14, Arr AP2 block 50, Mot1-301 SUMO -14, MITF act -4, dFosB act -13, NSD2 HMT inh 37, PKA-R2B activ -5, CDK5 p35 inh -0.5, Pemphigus Ab inh 103 and PKA-R1A act 2.
COc1cc([N+](=O)[O-])cc2sc(NC(=O)C(C)(C)C)nc12 was read as SR-BI HDL uptake -10, SR-BI uptake up 10, Arr AP2 block -2, MITF act 9, dFosB act -2, NSD2 HMT inh -5, PKA-R2B activ -7, CDK5 p35 inh 2.2, Pemphigus Ab inh 98 and PKA-R1A act -4.
Screening O=C(O)CCc1ccc(-c2ccccc2)n1NC(=O)c1ccco1 returned SR-BI HDL uptake -15, SR-BI uptake up 15, Arr AP2 block 2, Mot1-301 SUMO -11, MITF act -1, dFosB act 4, NSD2 HMT inh 1, PKA-R2B activ -5, CDK5 p35 inh -0.3 and PKA-R1A act -15.
`CCc1ccc2nc(NC(=O)CN3C(=O)NC4(CCCC4)C3=O)sc2c1` gave SR-BI HDL uptake 6, SR-BI uptake up -6, Arr AP2 block 0, Mot1-301 SUMO 19, MITF act 28, dFosB act 0, NSD2 HMT inh 38, PKA-R2B activ -2, CDK5 p35 inh 11, Pemphigus Ab inh 98 and PKA-R1A act 8.
Screening O=C(COC(=O)/C=C/c1cccc(C(F)(F)F)c1)Nc1ccc(Cl)cn1 returned SR-BI HDL uptake -15, SR-BI uptake up 15, Arr AP2 block -2, Mot1-301 SUMO 14, MITF act -3, dFosB act 1, NSD2 HMT inh 0, PKA-R2B activ 1, CDK5 p35 inh 0.4, Pemphigus Ab inh 105 and PKA-R1A act 8.
For CCOc1cccc(NC(=O)Cc2cccs2)c1 the results were SR-BI HDL uptake 11, SR-BI uptake up -11, Arr AP2 block 5, Mot1-301 SUMO -8, MITF act 6, dFosB act 0, NSD2 HMT inh -1, PKA-R2B activ 0, CDK5 p35 inh 2.2, Pemphigus Ab inh 99 and PKA-R1A act -4.
`Cc1cc2c3c(c1C)C1(C(=O)N3C(C)(C)CC2C)C(C#N)=C(N)Oc2cc(O)ccc21` (configuration not stated) gave SR-BI HDL uptake -20, SR-BI uptake up 20, Arr AP2 block -9, Mot1-301 SUMO 172, MITF act 5, dFosB act -21, NSD2 HMT inh 0, PKA-R2B activ -17, CDK5 p35 inh -0.4, Pemphigus Ab inh 86 and PKA-R1A act -18.
For CC(C)(C)C1C/C(=C/c2ccco2)C(=O)/C(=C/c2ccco2)C1 (configuration not stated) the results were SR-BI HDL uptake 38, SR-BI uptake up -38, Arr AP2 block 26, Mot1-301 SUMO 94, MITF act 5, dFosB act -13, NSD2 HMT inh 3, PKA-R2B activ 6, CDK5 p35 inh -0.4, Pemphigus Ab inh 117 and PKA-R1A act -7.
For CCS(=O)(=O)c1nc(NC(C)=O)n[nH]1 the results were SR-BI HDL uptake -1, SR-BI uptake up 1, Arr AP2 block 3, Mot1-301 SUMO 5, dFosB act 1, NSD2 HMT inh -3, PKA-R2B activ 3, CDK5 p35 inh 2.1, Pemphigus Ab inh 101 and PKA-R1A act -7.
c1ccc(Cn2nnnc2C(c2ccccn2)N2CCN(c3ccccc3)CC2)cc1 (configuration not stated) was read as SR-BI HDL uptake -5, SR-BI uptake up 5, Arr AP2 block -8, Mot1-301 SUMO 7, MITF act 1, dFosB act -2, NSD2 HMT inh 10, PKA-R2B activ -12, CDK5 p35 inh -0.7, Pemphigus Ab inh 104 and PKA-R1A act -6.
Screening C/C(Nc1ccc(F)cc1)=C(/C#N)C(N)=O returned SR-BI HDL uptake 6, SR-BI uptake up -6, Arr AP2 block -8, Mot1-301 SUMO -20, MITF act 0, dFosB act -5, NSD2 HMT inh -1, PKA-R2B activ -3, CDK5 p35 inh 0.8, Pemphigus Ab inh 91 and PKA-R1A act 5.
Screening O=[N+]([O-])c1cccc(-c2nc(-c3ccccn3)no2)c1 returned SR-BI HDL uptake -9, SR-BI uptake up 9, Arr AP2 block 11, Mot1-301 SUMO -4, dFosB act -5, NSD2 HMT inh -1, PKA-R2B activ -3, CDK5 p35 inh 5.1, Pemphigus Ab inh 115 and PKA-R1A act -11.
Cc1ccc(-c2csc(N(Cc3ccccc3)C(=O)COc3ccccc3)n2)cc1 was read as SR-BI HDL uptake 6, SR-BI uptake up -6, Arr AP2 block 0, Mot1-301 SUMO 2, dFosB act 2, NSD2 HMT inh 1, PKA-R2B activ 0, CDK5 p35 inh -2.2, Pemphigus Ab inh 96 and PKA-R1A act -12.
`O=C(CCCNS(=O)(=O)c1ccc(Br)cc1)N1CC[C@@]2(O)CCCC[C@H]2C1` gave SR-BI HDL uptake -12, SR-BI uptake up 12, Arr AP2 block 9, Mot1-301 SUMO 159, MITF act -4, dFosB act -8, PKA-R2B activ 12, CDK5 p35 inh 0.2, Pemphigus Ab inh 109 and PKA-R1A act 2.
